TNAP inh noacc: human TNAP enzyme inhibitors, primary screen, biochemical, luminescent, no phosphate acceptor, uHTS; Alkaline phosphatase, tissue-nonspecific isozyme (Homo sapiens), P05186; purified TNAP, CDP-star luminescence, 30 min; inhibition, % at 20 µM; actives 0.26% (n = 200,000);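 active = tissue-nonspecific alkaline phosphatase inhibition above about 50% at 20 µM in the single-dose screen, limit read from the data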;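 note: 0% = DMSO negative control and 100% = EDTA positive control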
Target sequence (P05186 whole entry, looked up): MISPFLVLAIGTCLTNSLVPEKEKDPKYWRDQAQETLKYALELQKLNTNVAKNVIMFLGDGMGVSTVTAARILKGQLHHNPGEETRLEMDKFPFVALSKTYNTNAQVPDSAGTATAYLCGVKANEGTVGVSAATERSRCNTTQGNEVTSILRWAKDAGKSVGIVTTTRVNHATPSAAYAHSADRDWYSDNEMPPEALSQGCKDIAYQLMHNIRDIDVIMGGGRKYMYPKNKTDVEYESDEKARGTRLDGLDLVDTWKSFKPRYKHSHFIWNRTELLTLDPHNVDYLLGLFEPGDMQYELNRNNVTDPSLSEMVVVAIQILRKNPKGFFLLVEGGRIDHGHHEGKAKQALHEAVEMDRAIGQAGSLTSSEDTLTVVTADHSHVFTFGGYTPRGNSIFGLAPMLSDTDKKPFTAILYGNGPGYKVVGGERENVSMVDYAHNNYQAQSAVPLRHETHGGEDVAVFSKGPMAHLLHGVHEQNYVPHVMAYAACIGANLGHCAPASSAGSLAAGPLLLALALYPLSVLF
TNAP inh hiacc: human TNAP enzyme inhibitors, primary screen, biochemical, luminescent, high phosphate acceptor level, uHTS; Alkaline phosphatase, tissue-nonspecific isozyme (Homo sapiens), P05186; actives 0.03% (n = 200,000); AID 1135, 2008; purified TNAP, CDP-star luminescence, 1 M DEA; inhibition, % at 20 µM;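 active = over 50% inhibition of tissue-nonspecific alkaline phosphatase at 20 µM in the single-dose screen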;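 note: plate controls were DMSO wells for no effect and EDTA-quenched wells as full inhibition for full effect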
RAM inhibit: inhibitors of the yeast RAM network, primary screen, dse1pr::URA3 reporter, 5-FOA selection; S. cerevisiae dse1pr::URA3 reporter, 5-FOA growth OD615, 2 d; analog-sensitive cbk1-as2 kinase mutant strain; inhibition, % at 50 µM; actives 1.8% (n = 190,000);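 active = inhibition above a set limit, 3 SD over mean compound inhibition, cut at about 8.4% in these data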;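 note: 0% = DMSO-only wells with no growth and 100% = 10 µM 1-NA-PP1 full growth; inhibition rescues growth on 5-FOA so higher OD means more RAM inhibition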
APP 5UTR inh: inhibitors of APP translation via 5'UTR reporter, primary screen, APP 5'UTR luciferase, SH-SY5Y cells. SH-SY5Y APP 5'UTR-luciferase reporter, luminescence. inhibition, % at 2 µM. actives 0.82% (n = 190,000);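 active = inhibition above a set limit, derived from the sample mean plus 3 SD, cut at about 45% in these data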; note: values of inactives mirror those of a sister screen read the other way
Lmaj promast: Leishmania major promastigote growth inhibition, primary screen. Leishmania major promastigotes, resazurin fluorescence viability. inhibition, % at 10 µM. actives 9% (n = 200,000). AID 1063, 2008; in the data active = inhibition above about 50%;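 note: promastigotes grown with compound for 44 hours at 28 °C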
bIAP inh: bovine intestinal alkaline phosphatase inhibitors, primary screen, selectivity assay for TNAP inhibitor project, biochemical, bovine IAP, CDP-star luminescence. purified bovine IAP, 30 min. alkaline phosphatase, intestinal [Bos taurus]. AID 1019, 2008. 190,000 tested, under 10 active. inhibition, % at 20 µM;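 active = over 50% inhibition of intestinal alkaline phosphatase at 20 µM in the single-dose screen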
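System: purified bovine intestinal alkaline phosphatase (IAP) enzyme; Input: IAP diluted 1/65,000,000 in the well; Measured by: CDP-star luminescence signal; Compound dosing: 20 µM single dose; Incubation: 30 min reaction at room temperature.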
TNAP act hiacc: TNAP activators at high phosphate acceptor level, primary screen, biochemical, luminescence, uHTS. 200,000 tested, under 10 active. purified TNAP, CDP-star luminescence, 1 M DEA, 30 min; active compounds read high; 0 = EDTA background, 1 = DMSO-only activity. activation factor at 20 µM. AID 1136, 2008;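 active = activation factor at least 2 at 20 µM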
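Assay system: human TNAP; Input: enzyme diluted 1/800 final; Reagent: CDP-star luminogenic substrate at 100 µM final; Timing: 30 min, room temperature; Signal: luminescence; Evaluation: TNAP activation factor scaled between EDTA and DMSO control wells.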
bIAP activator: bovine intestinal alkaline phosphatase activators, primary screen, biochemical, bovine IAP, CDP-star luminescence | actives 0.17% (n = 200,000) | alkaline phosphatase, intestinal [Bos taurus] | AID 1016, 2008 | purified bovine IAP, 30 min; active compounds read high; fold of DMSO-control signal, blank-subtracted | activation factor at 20 µM;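 active = activation factor of 2 or more at 20 µM, a signal rise over negative controls twice the positive control's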
FLuc stim CS: FLuc activators, initial screening, artefact control for FLuc-dependent activation tests, biochemical, ATPlite luminescence; activation factor at 10 µM; ATPlite luciferase biochemical, 10 min; 0 = ATP-free wells, 1 = DMSO control; 200,000 tested, under 10 active; AID 1027, 2008; Luciferin 4-monooxygenase (Photinus pyralis), P08659;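 active = luciferase activation factor, scaled between plate controls, of at least 2 with compound at 10 µM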
Target sequence (P08659 whole entry, looked up): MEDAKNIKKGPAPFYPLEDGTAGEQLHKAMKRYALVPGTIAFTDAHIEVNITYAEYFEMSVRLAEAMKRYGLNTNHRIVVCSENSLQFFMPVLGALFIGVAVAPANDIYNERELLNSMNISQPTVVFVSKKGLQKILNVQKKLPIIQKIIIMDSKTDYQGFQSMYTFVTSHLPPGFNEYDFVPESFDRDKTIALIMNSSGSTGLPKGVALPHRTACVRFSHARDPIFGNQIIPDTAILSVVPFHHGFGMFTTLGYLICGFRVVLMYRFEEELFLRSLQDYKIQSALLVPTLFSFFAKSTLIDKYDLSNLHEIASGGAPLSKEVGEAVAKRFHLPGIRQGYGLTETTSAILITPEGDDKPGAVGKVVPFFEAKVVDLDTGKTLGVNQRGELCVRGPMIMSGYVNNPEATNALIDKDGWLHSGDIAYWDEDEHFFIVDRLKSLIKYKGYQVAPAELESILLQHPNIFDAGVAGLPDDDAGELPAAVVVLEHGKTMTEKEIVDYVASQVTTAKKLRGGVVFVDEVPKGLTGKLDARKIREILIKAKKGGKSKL
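Material: Luciferase/luciferin reagent mix | Doses: Test compounds dosed from 2 mM stocks in 100% DMSO | Timing: 10 min incubation after luciferase reagent addition, room temperature | Measured by: Luminescence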
FLuc inh counter: firefly luciferase enzyme inhibitors, primary screen, artefact control for luciferase-based inhibitor screens, biochemical, luminescence, ATPLite | Luciferin 4-monooxygenase (Photinus pyralis), P08659 | 10 min | inhibition, % at 10 µM | actives 1.5% (n = 200,000);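 active = inhibition above about 50% when tested at 10 µM, limit read from the data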
Starred values were filed as active, the others as inactive; . = not tested or not shown.

Second line of a record: bIAP activator, FLuc stim CS, FLuc inh counter, bIAP inh, TNAP inh hiacc, TNAP act hiacc, RAM inhibit, Lmaj promast, TNAP inh noacc, APP 5UTR inh
CC(NC(=O)C(NC(=O)C(Cc1c[nH]c2ccccc12)NC(=O)OC(C)(C)C)C(C)C)C(N)=O (stereo not given)
→ 1.2, 1.1, -6, -17, 3, 1, -1.4, 10, 8, 2
CCN(CCCNC(=O)C1CCC(=O)N1C(C)C)c1cccc(C)c1 (stereo not given)
→ 1.1, 1, -2, -14, -3, 1, -0.1, -1, -11, 9
Cc1cc(C)c(S(=O)(=O)Nc2ccc(O)cc2)c(C)c1
→ 1, 1, -2, 0, -3, 1, -0.9, 13, 5, 9
CC[C@H](C)[C@H](NS(=O)(=O)c1ccc(C)cc1)C(=O)N1CCC(C(=O)N[C@H](C(=O)O)C(C)C)CC1
→ 1, 1.1, -6, -4, -8, 1.1, 1.5, -5, -11, 18
CCC(=O)Nc1cccc(NC(=S)NC(=O)c2cc3ccccc3o2)c1
→ 0.9, 0.7, 28, 12, 2, 1, 0.0, 11, 11, -153
CCOC(=O)C1(CCCc2ccccc2)CCN(C(=O)CCn2cnnn2)CC1
→ 1.2, 1.1, -9, -16, -5, 1.1, -1.6, -1, -5, -5
Cc1ccc(-c2ccc(SCC(=O)N3CCCc4ccccc43)nn2)cc1
→ 1, 0.7, 27, 4, 2, 1, 2.2, 0, -18, -37
CCC(=O)Nc1ccc(NC(=S)Nc2ccccc2)cc1
→ 0.7, 1, -4, 28, -4, 1, 2.4, 1, -45, -11
Cc1nn(C(C)C(=O)N2CCCCC2)c(=O)c2c1sc1ccccc12 (stereo not given)
→ 1, 0.9, 5, 0, 3, 1, 1.5, -7, 15, 4
CC(C)OC(=O)c1ccc(OC(=O)c2cccnc2)cc1
→ 1, 1, -2, 0, -5, 1, 1.2, -16, -11, 1

3 entries drawn at random from the list so far:
Second line of a record: bIAP activator, FLuc stim CS, FLuc inh counter, bIAP inh, TNAP inh hiacc, TNAP act hiacc, RAM inhibit, Lmaj promast, TNAP inh noacc, APP 5UTR inh
CCC(=O)Nc1ccc(NC(=S)Nc2ccccc2)cc1
→ 0.7, 1, -4, 28, -4, 1, 2.4, 1, -45, -11
Cc1ccc(-c2ccc(SCC(=O)N3CCCc4ccccc43)nn2)cc1
→ 1, 0.7, 27, 4, 2, 1, 2.2, 0, -18, -37
CC(NC(=O)C(NC(=O)C(Cc1c[nH]c2ccccc12)NC(=O)OC(C)(C)C)C(C)C)C(N)=O (stereo not given)
→ 1.2, 1.1, -6, -17, 3, 1, -1.4, 10, 8, 2

Further entries follow.
Second line of a record: bIAP activator, FLuc stim CS, FLuc inh counter, bIAP inh, TNAP inh hiacc, TNAP act hiacc, RAM inhibit, Lmaj promast, TNAP inh noacc, APP 5UTR inh
COC(=O)/C=C1\SC(N2CCOCC2)=C(c2ccc(OC)cc2)C1=O
→ 1, 1, -3, 2, 3, 1, 0.3, 32, 5, 3
O=C(NC1CCN(C(=S)NCc2ccco2)CC1)c1cccc(F)c1
→ 0.9, 1.1, -9, 7, -8, 1.1, 3.5, -8, -8, 7
Cc1ccc(O)c(-c2cc(-c3ccccc3C)[nH]n2)c1
→ 1.1, 1.1, -6, -10, -3, 1, 4.8, 55*, -16, -56
COc1ccc(NC(=O)Cn2cnc3ccccc3c2=O)cc1OC
→ 1, 1.1, -7, 0, -5, 1.1, 1.8, -9, -12, -13
O=C(CN1C(=O)c2ccccc2C1=O)Nc1nnc(C2CCCO2)s1 (stereo not given)
→ 1, 1, -2, 2, -2, 1, 1.4, -6, -9, 6
CC12CC3CC(C)(C1)CC(C(=O)Nc1nn[nH]n1)(C3)C2
→ 1, 1, -3, 4, -3, 1, 1.3, -10, -15, 13
Cc1ccc(Nc2nc(N)nc(CSc3nnnn3-c3ccccc3)n2)cc1
→ 0.9, 1.1, -8, 11, -9, 1.1, -0.5, 2, -7, 34
COC(=O)c1ccc(COc2ccccc2/C=N/NC(=O)c2cccnc2)cc1
→ 1.1, 0.8, 15, -6, 0, 1, -1.8, 37, 6, -2
COc1ccccc1NC(=O)Cc1coc2cc(C)ccc12
→ 0.7, 1, 0, 28, 2, 1, 1.1, 16, 17, -8
COc1ccc(-n2nnnc2SCC#CCO)cc1
→ 0.9, 1, 2, 13, 2, 1, 0.5, -3, -2, 2

Second line of a record: bIAP activator, FLuc stim CS, FLuc inh counter, bIAP inh, TNAP inh hiacc, TNAP act hiacc, RAM inhibit, Lmaj promast, TNAP inh noacc, APP 5UTR inh
COc1ccc(N2CCN(c3ncccc3C#N)CC2)cc1
→ 1, 1, -2, -2, 2, 1, 1.4, -7, -6, 24
CCOC(=O)c1ccc(NC(=S)NN)cc1
→ 1.3, 1, -4, -28, -2, 1, -1.4, -2, -27, -16
COc1ccc(S(=O)(=O)N2CCC(NC(=O)N3CCOCC3)CC2)cc1
→ 0.9, 1.1, -7, 11, 0, 1, 0.5, -6, 3, 8
COc1ccccc1/C=C/C1=NC(=C\N(C)C)/C(=O)O1
→ 0.9, 1, 1, 15, -4, 1, -0.8, -6, -7, -6
C#CCn1c(=NC(=O)c2cc(-c3cccs3)nc3ccccc23)sc2cc(S(N)(=O)=O)ccc21
→ 1, 1, -2, -1, 0, 1, 9.7*, -5, 2, 2
Cc1cccc(C)c1N1CCN(S(=O)(=O)N2CCCCC2)CC1
→ 1, 1.1, -6, -1, -3, 1, 6.5, 16, -14, -11
COc1ccc(C2=NOC(CN3C(=O)c4ccccc4S3(=O)=O)C2)cc1 (stereo not given)
→ 1, 0.6, 43, 0, -7, 1.1, 2.1, -6, -6, -137
COc1ccc2c(c1)c(C(O)CN1CCC3(CC1)OCCO3)c(C)n2C (stereo not given)
→ 1, 1.1, -5, -1, -4, 1, 0.3, -2, -8, -3
Cc1cc(C)cc(N(C(=O)CNC(=O)c2cccs2)C(C(=O)NC2CCCC2)c2cccnc2)c1 (stereo not given)
→ 1, 1, 0, -3, 7, 0.9, 1.3, -7, 0, 1
CC1=CC(=C(C#N)c2nc3ccccc3s2)C=C(C)N1c1ccc(F)cc1F
→ 0.8, 0.6, 39, 25, 18, 0.8, 4.8, 33, 7, -49

Second line of a record: bIAP activator, FLuc stim CS, FLuc inh counter, bIAP inh, TNAP inh hiacc, TNAP act hiacc, RAM inhibit, Lmaj promast, TNAP inh noacc, APP 5UTR inh
COC(=O)c1c(-c2ccc(C)cc2)csc1NC(=S)NC(=O)c1ccc(F)cc1
→ 1, 1, 0, -2, -1, 1, 5.6, -6, 12, -3
C[n+]1cccc(C(=O)NNC(=O)C23CC4CC(CC(C4)C2)C3)c1
→ 1, 1.1, -7, -4, -3, 1, -0.1, -5, -7, 15
COc1cc(/C=N/NC(=O)Cn2ccc(C(F)(F)F)n2)cc(OC)c1OC
→ 1, 1, -3, -3, -1, 1, 1.2, -8, -2, 21
Cc1cc(NC(=O)CSc2c(C)[nH]c3ccccc23)no1
→ 0.8, 1.1, -8, 19, -6, 1.1, 1.5, -6, -15, 2
O=C(Cc1cccs1)NNC(=S)NC(=O)c1ccc(F)c(F)c1
→ 1, 1.1, -5, 2, -3, 1, -0.8, -4, -102, -4
Cc1ccc(N2C(=O)CC(Sc3ccccc3C(=O)O)C2=O)cc1C (stereo not given)
→ 1, 1.1, -6, 0, -3, 1, -0.9, -7, 5, -23
COc1cc(SC)ccc1C(=O)OCC(=O)NC(=O)NC(C)C
→ 1.1, 1, -2, -6, 2, 1, 0.8, 10, -7, -17
COc1ccc(NS(=O)(=O)c2cc(NC(=O)c3ccco3)ccc2N2CCCC2)cc1
→ 0.4, 1, 1, ., 3, 1, 0.0, 82*, -5, 1
CC1(C)CC(=O)c2c(-c3cccnc3)n[nH]c2C1
→ 1.1, 1.1, -7, -9, -6, 1.1, 0.7, -1, 72*, 12
COCCNC(=O)C(c1ccc(C)o1)N(C(=O)c1snc(C(N)=O)c1N)c1ccc(C)cc1 (stereo not given)
→ 0.9, 1, -2, 5, -3, 1, 4.5, 1, -6, 15

Second line of a record: bIAP activator, FLuc stim CS, FLuc inh counter, bIAP inh, TNAP inh hiacc, TNAP act hiacc, RAM inhibit, Lmaj promast, TNAP inh noacc, APP 5UTR inh
CCC(=O)Nc1cccc(C(=O)OCc2cccc([N+](=O)[O-])c2)c1
→ 0.9, 1, -5, 8, -3, 1, 2.6, 1, -6, 6
CC1(C)CC(=NNC(=O)c2n[nH]c3c2CCC3)CC(C)(C)N1
→ 1.6, 1, -4, -63, -8, 1.1, 0.8, -1, 22, 82*
CCOc1ccc(NS(=O)(=O)c2ccc(C(=O)N3CCN(c4ncccn4)CC3)cc2)cc1
→ 0.9, 1, -2, 9, -1, 1, 1.9, -2, -11, 6
COc1ccc(NC(=S)c2ccccc2)cc1
→ 1.3, 0.7, 26, -26, -1, 1, -0.1, -4, -11, -22
Oc1ccc(Cl)cc1CNCC1CCCO1 (stereo not given)
→ 0.9, 1.1, -5, 12, -3, 1, 1.1, 1, -5, -17
COc1cccc(C2=CC(c3ccc(OC)c(OC)c3OC)n3nnnc3N2)c1 (stereo not given)
→ 1, 1, 2, 1, -3, 1, 1.3, 79*, -9, -27
O=C(NCc1cccs1)c1cnn2cccnc12
→ 0.9, 1, 0, 5, 0, 1, 4.9, 1, -5, 2
CCOC(=O)N1CCN(C(=O)C(C)(C)Oc2ccc(Cl)cc2)CC1
→ 1, 1.1, -6, 4, -8, 1.1, 0.2, -4, -14, -2
Cc1oc2ccc(O)c(CN3CCOCC3)c2c1C(=O)c1ccc(Cl)cc1
→ 1.1, 1, 1, -6, -3, 1, -0.1, 52*, 0, 0
CCCC1=NN(C(=O)Cc2ccc([N+](=O)[O-])cc2)C(O)(C(F)(F)F)C1 (stereo not given)
→ 1.3, 1, -2, -31, 0, 1, 0.6, 8, -1, 8
CC1=Nc2ccc(Br)cc2C(c2ccccc2)N1CC(=O)O (stereo not given)
→ 1, 1.1, -8, -4, -7, 1.1, 1.0, -4, -10, 6
Cc1c(Cl)cccc1NC(=O)CN1CCC(C(O)(c2ccccc2)c2ccccc2)CC1
→ 1.1, 1.1, -8, -12, -6, 1.1, -0.4, 21, -9, -8

From PubChem
